Compound activity from PubChem BioAssay.
Tau fil binding = tau filament binding; P10636; 71,000 tested, 2% active; Potency, µM (doses to about 57.1 µM), without a hit: at the highest dose activity change, negative = inhibition; recombinant tau filaments, thioflavin S fluorescence, 15 h; filaments grown with octadecylsulfate alongside compound;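 further: potency means the concentration at half of the fitted maximal effect; on the % scale 0 is the no-effect control and ±100 the full control effect; actives lower thioflavin S fluorescence by blocking filaments or displacing dye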
Target sequence (P10636 whole entry, looked up): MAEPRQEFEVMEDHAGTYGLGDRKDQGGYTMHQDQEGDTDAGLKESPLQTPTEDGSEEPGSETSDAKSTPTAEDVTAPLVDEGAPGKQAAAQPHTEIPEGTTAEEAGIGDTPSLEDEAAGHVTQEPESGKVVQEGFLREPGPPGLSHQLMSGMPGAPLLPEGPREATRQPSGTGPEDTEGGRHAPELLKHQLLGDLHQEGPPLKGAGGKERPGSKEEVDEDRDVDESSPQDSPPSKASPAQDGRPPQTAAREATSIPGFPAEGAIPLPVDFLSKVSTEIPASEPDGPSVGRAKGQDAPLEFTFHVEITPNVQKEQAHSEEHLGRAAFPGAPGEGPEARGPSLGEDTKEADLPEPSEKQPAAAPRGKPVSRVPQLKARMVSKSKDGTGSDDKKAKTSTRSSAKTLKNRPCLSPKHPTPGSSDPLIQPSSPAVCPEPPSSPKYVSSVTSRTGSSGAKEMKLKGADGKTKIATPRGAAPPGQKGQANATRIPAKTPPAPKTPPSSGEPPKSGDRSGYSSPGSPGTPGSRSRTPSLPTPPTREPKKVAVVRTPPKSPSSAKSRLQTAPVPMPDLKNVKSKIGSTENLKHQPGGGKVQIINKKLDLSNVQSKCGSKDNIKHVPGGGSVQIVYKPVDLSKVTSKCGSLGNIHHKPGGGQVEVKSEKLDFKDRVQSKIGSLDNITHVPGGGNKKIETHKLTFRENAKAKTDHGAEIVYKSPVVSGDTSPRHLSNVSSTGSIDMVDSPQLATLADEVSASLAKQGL
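His-tagged recombinant human tau (exons 2, 3 and 10 included), 1 uM, was induced to fibrillize by 30 uM sodium octadecylsulfate with compound present. After 15 h at 37 C, thioflavine S fluorescence (ex 450, em 510 nm) was read.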
Casp1 inh = caspase-1 (human) inhibition, allosteric or competitive; Caspase-1 enzyme, Ac-WEHD-AFC fluorogenic rate; 75,000 tested, 0.03% active; AID 900; P29466; Potency, µM (titrated, usually from 57.5 µM), for inactives: at the highest dose activity change, negative = inhibition, actives largely listed as inhibitors;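 further: potency means the concentration at half of the fitted maximal effect; plate controls were vehicle for no effect and no substrate for full effect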
HEK293 cAMP cs = counter-screen for TSHR agonists: cAMP increase in parental HEK293; AID 938; parental HEK293 CNG cAMP sensor, membrane potential fluorescence; 73,000 tested, 2.5% active; Potency, µM (top dose mostly 57.1 µM), inactives show top-dose activation, most hits filed as activators; further: potency means the concentration at half of the fitted maximal effect; % of control where 0% means no effect; nearly all actives have a fitted effect of over 55% in size
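Counterscreen for endogenous-receptor signalling: CNG-channel HEK 293 cells report cAMP rise by membrane depolarization. After 60 min dye equilibration with 100 uM RO 20-1724, compounds incubated 30 min before bottom-read fluorescence at 590 nm.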
ERK AVP inh = blocks ERK signaling stimulated by vasopressin; 72,000 tested, 0.99% active; Potency, µM (doses to about 57.5 µM), for the others: at the highest dose activity, negative = inhibition, usual class: inhibitors; HEK293-V1b, vasopressin-stimulated pERK AlphaScreen; further: potency means the concentration at half of the fitted maximal effect; on the % scale 0 is the no-effect control and ±100 the full control effect; nearly all actives have a fitted effect of over 55% in size
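HEK293 cells stably expressing V1b receptor, preincubated 30 min at 37 °C with compound, then stimulated 5 min with 25 nM vasopressin. Phospho-ERK by AlphaScreen SureFire after 5 h RT; normalized to DMSO and vasopressin; AC50 by Hill fit.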
Fluorescein fluor = compound autofluorescence in fluorescein spectral region; Compound autofluorescence, 480/540 nm, fluorescein-equivalent; active compounds read high; max fluorescein-equivalent concentration, M; 59,000 tested, 0.91% active; AID 593; in the data active means max fluorescein-equivalent concentration above about 10 nM; inconclusive means between about 1.1 nM and that limit
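Tris 100 mM pH 8.0; 15 min RT; CCD read, ex 480/em 540 nm. Output: fluorescein-equivalent concentration per compound concentration, from six-point dye series on each plate.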
Casp7 inh = allosteric or competitive inhibitors of human caspase-7; Potency, µM (titrated, usually from 57.5 µM), without a hit: at the top dose activity change, negative = inhibition, usual class: inhibitors; recombinant caspase-7, Ac-DEVD-AFC fluorescence rate; P55210; AID 889; 75,000 tested, 0.02% active; active means well fitted inhibition curve with a large enough effect in the main read-out, with a control signal flat, not every such curve was filed as active; inconclusive means small, poorly fitted or top-dose-only effect, or a change in a side signal; further: potency means the concentration at half of the fitted maximal effect; % of control where 0% means no effect
HADH2 inhib = inhibitors of human HADH2 dehydrogenase; AID 886; recombinant HADH2, NADH fluorescence, beta-hydroxybutyryl-CoA; 73,000 tested, 3.4% active; Potency, µM (highest dose often 57.1 µM), for inactives: at the highest dose activity change, negative = inhibition, most hits filed as inhibitors; Q99714; further: potency means the concentration at half of the fitted maximal effect; on the % scale 0 is the no-effect control and ±100 the full control effect; nearly all actives have a fitted effect of over 60% in size; many of its hits are not listed in these tables
Target sequence (Q99714 whole entry, looked up, one chain of several): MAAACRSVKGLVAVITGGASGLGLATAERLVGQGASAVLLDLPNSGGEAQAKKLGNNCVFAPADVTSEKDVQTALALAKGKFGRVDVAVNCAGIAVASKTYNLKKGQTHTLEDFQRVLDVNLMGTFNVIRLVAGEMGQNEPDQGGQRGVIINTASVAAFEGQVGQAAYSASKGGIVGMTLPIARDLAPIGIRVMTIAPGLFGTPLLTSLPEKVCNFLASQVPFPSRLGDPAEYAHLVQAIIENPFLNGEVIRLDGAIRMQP
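Read-out: 360 nm excitation, 450 nm emission, kinetic over 4 min. Conditions: His-tagged human HADH2 20 nM, pH 9.0 Tris with Tween-20, 1 mM NAD+, 90 uM beta-hydroxybutyryl-CoA.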
FLuc inh = firefly luciferase inhibition; 72,000 tested, 2.2% active; P08659; purified firefly luciferase, luminescence, 8 min; AID 411; Potency, µM (series often up to 57.1 µM), for the others: at the top dose activity change, negative = inhibition, most hits filed as inhibitors; further: potency means the concentration at half of the fitted maximal effect; on the % scale 0 is the no-effect control and ±100 the full control effect; nearly all actives have a fitted effect of over 40% in size
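Here, luciferase activity is measured as luminescence following an 8 min room-temperature reaction at 10 uM ATP, pH 7.2. Every library sample is titrated.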
USP2a inhib = blocks human ubiquitin-specific protease USP2a; O75604; USP2a enzymatic assay, qHTS inhibition; Potency, µM (highest dose often 38.3 µM), without a hit: at the highest dose activity change, negative = inhibition, usual class: inhibitors; 60,000 tested, 0.1% active; AID 927;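 further: potency means the concentration at half of the fitted maximal effect; nearly all actives have a fitted effect of over 60% in size; plate controls were DMSO for no effect and NEM full inhibition control for full effect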
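USP2 core (20nM final) preincubated 30 min RT with compound, then Ub-PLA2 20nM and NBD C6-HPC 20uM final added; buffer 20mM Tris-HCl pH 8.0, 2mM CaCl2. Fluorescence Ex 460/Em 535 read at 0 and 2.5 h; normalized to NEM.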
Rhodamine autofl = rhodamine region autofluorescence. AID 594. Rhodamine-region fluorescence, 547/598 nm, Tris buffer; active compounds read high. 59,000 tested, 0.05% active. max dye-equivalent concentration, M; in the data active means max dye-equivalent concentration above about 11 nM; inconclusive means between about 1.1 nM and that limit
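qHTS spectral profiling of compounds without any target or enzyme present, in pH 8.0 Tris buffer; plates were read after a 15-minute room-temperature incubation using the rhodamine-region filter set.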
Texas Red fluor = compound fluoresces in the Texas Red spectral region | Compound fluorescence, Texas Red channel, 547/618 nm; active compounds read high | max dye-equivalent concentration, M | 59,000 tested, 0.06% active | AID 587; in the data active means max dye-equivalent concentration above about 10 nM; inconclusive means between about 1.1 nM and that limit
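qHTS profiling of intrinsic compound fluorescence; 100 mM Tris pH 8.0; 15 min RT; ex 547 / em 618 nm; response expressed as Texas Red dye-equivalent concentration from six-point plate standard.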
Active calls of the source: *; i = inactive; ? = inconclusive; · = no result given; & = joins results of further samples; [ ] = dose if it differs, or a comment. Unless noted, the call rests on the fitted dose curve; in most records, active means well fitted curve in the direction sought with a large enough effect; inconclusive means small, poorly fitted or top-dose-only effect, or another doubt; inactive means no such curve, though single readings can be large; an effect the other way counts as inactive or inconclusive. The list is partial. The share of hits here may be higher or lower than overall.

SMILES | Tau fil binding | Casp1 inh | HEK293 cAMP cs | ERK AVP inh | Fluorescein fluor | Casp7 inh | HADH2 inhib | FLuc inh | USP2a inhib | Rhodamine autofl | Texas Red fluor
CC(=O)Nc1ccc(N2CCOCC2)c(C(=O)Nc2cccc(C)c2)c1 | 10% | -2% | 0% | 4% | i | -1% | 11% | 2% | -3% | i | i
O=C1N2CCSC2=NC1(Nc1ccccn1)C(F)(F)F (configuration not stated) | 13% | 2% | 6% | 31%[activator] | i | -2% | 3% | 1% | 2% | i | i
NC1=NC(c2cn(-c3ccccc3)nc2-c2cccs2)n2c(nc3ccccc32)N1 (configuration not stated) | 0% | -3% | -7% | ? | i | -4% | 15% | 0% | 17% | i | i
O=C(O)C1C2C=CC(O2)C1C(=O)NC1CCCc2ccccc21 (configuration not stated) | -3% | 0% | 5% | -1% | i | 0% | -2% | 1% | -12% | i | i
N#CC12C(N)=NC3(OCCO3)C1(C#N)C1=C(CCC1)NC2c1ccccc1 (configuration not stated) | 84% | ? | 1% | -29% | ? | ? | -11% | 1% | -10% | i | ?
CN(Cc1cc2ccccc2[nH]c1=O)S(C)(=O)=O | -8% | -2% | -4% | 1% | i | 0% | ? | -1% | 22% | i | i
CCN1CCN(S(=O)(=O)c2cc(C)c(OC)cc2C)CC1 | -6% | 0% | 9% | ? | ? | 0% | ? | 3% | 4% | i | i
CC(=O)Nc1ccc(S(=O)(=O)NCC2CCC(C(=O)N3CCCCCC3)CC2)cc1 (configuration not stated) | -4% | 3% | 5% | 1% | i | -1% | 3% | 0% | 8% | i | ?
O/N=C1/CCc2cccc3cccc1c23 | -29% | -3% | 13% | -25% | · | -1% | ? | -4% | 15% | · | ·
O=C(Nc1ccccc1)N1CCCC2(CCNCC2)C1 | -2% | -11% | 12% | -5% | i | -5% | 8% | 0%[11.4 µM] | 8% | i | i
CCOc1ccc2nc(NC(=O)c3cnccn3)sc2c1 | -9% | -1% | 6% | 2% | i | 0% | 5% | -4% | · | i | ?
Cc1cccc(-c2nc(CS(=O)CC(=O)N3CCCCC3)c(C)o2)c1 (configuration not stated) | 13% | -1% | -2% | 6% | · | 1% | 2% | -1% | · | · | ·
CCN(CC)c1cccc(OC2=NS(=O)(=O)c3ccccc32)c1 | 1% | -4% | 9% | 0% | · | -2% | ? | 2% | 9% | · | ·
C/C=C\C1=C(CO)[C@H](O)[C@H]2OC2[C@@H]1O (some centres not stated) | · | -5%[11.5 µM] | 4%[11.4 µM] | 17%[11.5 µM] | · | 1%[11.5 µM] | 4%[11.4 µM] | 1%[11.4 µM] | · | · | ·
COc1ccc(NC(=O)CCCN2C(=O)CCC2=O)cc1Cl | -3% | 2% | 0% | -4% | i | 2% | -12% | 2% | -5% | i | i
Cc1sc(NC(=O)COc2cccc(-n3cnnn3)c2)c(C#N)c1C | 16% | -2% | 4% | ? | ? | 8% | ? | 4% | -2% | i | i
Cc1cc(N2CCOCC2)c2c(N)c(Br)cc(C)c2n1 | 3.2µM* | -5% | 3%[11.4 µM] | ? | · | -2% | 8%[11.4 µM] | 0% | -11%[7.66 µM] | · | ·
CCOC(=O)CC1(C)NC(=O)c2c(C)sc(C(=O)OCC)c2N1 (configuration not stated) | -18% | -1% | 2% | -27% | ? | -4% | ? | 4% | -11% | i | i
CCc1ccc(S(=O)(=O)NCc2cn3cccc(C)c3n2)s1 | -7% | 0% | 27% | 15% | i | -1% | 6% | 0% | -12% | i | ?
O=C(CSc1nnc(-c2ccco2)o1)NCC(=O)c1ccccc1 | -6% | 1% | 9% | -12% | i | -2% | 0% | 3% | 2% | i | ?
Cc1ccc2c(c1)N(CC(=O)NCCN1CCOCC1)C(=O)CO2 | -1% | -1% | 0% | · | · | 0% | 3% | 4% | · | · | ·
N#Cc1nc(-c2ccc(OCc3ccc(Cl)cc3)cc2)oc1NCCCn1ccnc1 | -18% | -1% | -11% | -8% | i | -1% | -29% | 5% | 1% | i | i
Cc1ccc(-c2oc3ccccc3c(=O)c2O)cc1 | 50% | -6% | 21% | -19% | · | -18% | -10% | -7% | · | · | ·
Cc1nc2c(C(=O)NCc3ccc4c(c3)OCO4)c[nH]n2c(=O)c1Cc1ccccc1F | 31% | -7% | 9% | 11% | i | ? | -4% | 3% | 30%[activator] | i | i
COc1ccc2oc(=O)c(C(=O)N3CCN(c4ccc(F)cc4)CC3)cc2c1 | -15% | -2% | 5% | -18% | i | -1% | 2% | 0% | 11% | i | i

Later entries:
SMILES | Tau fil binding | Casp1 inh | HEK293 cAMP cs | ERK AVP inh | Fluorescein fluor | Casp7 inh | HADH2 inhib | FLuc inh | USP2a inhib | Rhodamine autofl | Texas Red fluor
COc1ccc(CC(=O)N2CCN(c3ccccn3)CC2)cc1OC | -1% | -1% | 11% | -18% | i | 1% | 5% | 1% | 7% | i | i
O=C(Nc1ccccc1)C1CCN(c2nccs2)CC1 | -5% | 2% | -12% | 4% | i | -2% | ? | -2% | 8% | i | ?
CCN(CC)CCOC(=O)c1cc(Cl)c(N)cc1OC | -8% | 2%&1% | ? | 0%&5% | i | 0%&1% | -1%&-5% | 1% | 0% | i | i
COc1ccc(CN2CCC(C(=O)N(C)CCc3ccc(OC)c(OC)c3)CC2)c(OC)c1 | 4% | -2% | 28% | 20% | i | -2% | 9% | 0% | 2% | i | ?
C[N+]1(CCC[N+]2(C)C[C@H]3[C@H](C2)[C@H]2C=C[C@@H]3CC2)CCOCC1 (some centres not stated) | 7%[11.4 µM] | 0%[11.5 µM] | -11%[11.4 µM] | 9%[11.5 µM] | ? | 0%[11.5 µM] | -3%[11.4 µM] | 0%[11.4 µM] | · | i | i
N#CC1=C(SCC(N)=O)NC(=O)CC1c1cccc2ccccc12 (configuration not stated) | -1% | -1% | -4% | -1% | · | 0% | -7% | -6% | · | · | ·
O=C(CSc1nnc(-c2ccc(F)cc2)o1)Nc1ccc(S(=O)(=O)N2CCCCCC2)cc1 | 90% | -2% | -1% | 21% | i | -4% | 20% | -1% | 141%[activator] | i | i
CS(=O)(=O)N1CCN(C(=O)c2cccnc2)CC1 | -6% | -2% | 7% | 65%[activator] | i | -6% | -5% | 3% | 6% | i | i
c1ccc(CNc2ncnc3nc[nH]c23)nc1 | -9% | -3% | -9% | · | · | 3% | -25% | -12% | · | · | ·
COC(=O)Cn1c(CN2CCN(c3ccc(F)cc3)CC2)nc2c1c(=O)n(C)c(=O)n2C | -1% | -3% | 8% | · | · | -2% | -19% | 3% | · | · | ·
COc1ccc(C(=O)N2CCC3(CCN(C)CC3)CC2)cc1 | 16µM* | -1% | -13% | -11% | i | 0% | -10% | 2%[11.4 µM] | -16% | i | i
C=C(C)CSc1nc(N)cc(=O)[nH]1 | -8% | -1% | 4% | -8% | i | -2% | -13% | 0% | -5% | i | i
CC(=O)/C(C)=N\O | ? | 1% | ? | 15% | ? | 4% | 12%&-3% | 1%&-1% | 0% | i | i
Cc1ncc(CSc2ccccc2N)c(CO)c1O | 6%[11.4 µM] | -1%[11.5 µM] | -8%[11.4 µM] | -3%[11.5 µM] | i | -1%[11.5 µM] | -4%[11.4 µM] | 4%[11.4 µM] | · | i | i
O=C(COc1ccc2ccccc2c1Br)N1CCN(c2ccccn2)CC1 | 174% | 0% | 25% | -12% | i | -1% | 14% | 1% | 4% | i | ?
COc1ccc(CCNC(=O)CN(c2ccc(OC)c(OC)c2)S(C)(=O)=O)cc1 | 7% | -7% | 15% | 22% | · | 0% | -3% | 2% | 1% | · | ·
COc1ccc(OC)c(S(=O)(=O)n2cccn2)c1 | 9% | 1% | 3% | -16% | i | 3% | -3% | 0% | · | i | i
COc1ccc(CCNC(=O)c2ccccc2NC(=O)c2ccco2)cc1OC | -1% | -3% | 17% | -18% | · | -2% | 4% | -3% | 13% | · | ·
O=C(CN1CCC(n2nnc3ccccc32)CC1)Nc1ccc2c(c1)CCC2 | -1% | -2% | 25% | 0% | i | -3% | 0% | 0% | 235%[activator] | i | i
CCOC(=O)CSc1nc2c(c(=O)n1-c1ccc(OCC)cc1)SCC2 | 9% | 2% | 13% | 4% | i | -1% | 15% | 1% | 5% | i | i
O=C(NCc1ccc2c(c1)OCO2)c1ccc2c(c1)C(=O)N(Cc1cccnc1)C2=O | -3% | -2% | ? | -19% | i | 1% | 1% | 1% | 16% | i | i
Cc1ccc(S(=O)(=O)N2CCN(S(=O)(=O)N3CCCCC3)CC2)c(C)c1 | 5% | -2% | 15% | 7% | i | -2% | -6% | 1% | -1% | i | ?
Cc1ccc2[nH]c3c(=O)n(CCCN4CCOCC4)cnc3c2c1 | 0% | -1% | -1% | -7% | i | 1% | 6.3µM* | -2% | -3% | i | ?
O=C1OC(Nc2ccc3c(c2)OCO3)c2ccccc21 (configuration not stated) | -14% | -1% | -3% | -12% | i | 1% | 25µM* | 1% | 15% | i | ?
Cc1cccc(NC(=O)c2cnc3scc(C)n3c2=O)c1 | 31% | 1% | 12% | · | · | -2% | ? | -21% | · | · | ·
